# IMPase Li inh: qHTS Assay for Identifying the Cell-Membrane Permeable IMPase Inhibitors: Potentiation with Lithium. CHO-M1 cells, IP1 TR-FRET (IP-One), carbachol + lithium. Potency, µM (series often up to 59.4 µM), without a hit: at the highest dose activity, negative = IMPase inhibition, hits mostly inhibitors. hit rate 0.35% among 210,000. AID 1457, 2008;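 further: IP1 builds up when IMPase is blocked and the TR-FRET signal falls; potency means the concentration at half of the fitted maximal effect; plate controls were basal vehicle for no effect and high inhibitor control for full effect; nearly all actives have a fitted effect of over 50% in size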
#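 Lithium-sensitised IP1 accumulation assay; M1-expressing CHO cells treated 30 min at 37C with compound. Competitive antibody detection by time-resolved FRET followed a 10 min room-temperature lysis step.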
# NPSR antagonist: qHTS Assay for Antagonists of the Neuropeptide S Receptor: cAMP Signal Transduction. Q6W5P4. Potency, µM (highest dose often 38.3 µM), inactives show at the top dose activity change, negative = inhibition, usual class: inhibitors. CHO-NPSR cells, cAMP TR-FRET, antagonist mode. AID 1461, 2008. hit rate 1% among 220,000; further: potency means the concentration at half of the fitted maximal effect; on the % scale 0 is the no-effect control and ±100 the full control effect; nearly all actives have a fitted effect of over 50% in size; many of its hits are not listed in these tables
# KinaseGlo FLuc: Counterscreen for Luciferase (Kinase-Glo TM) Inhibition; hit rate 0.28% among 200,000; Kinase-Glo luciferase, ATP luminescence, 8 min; Potency, µM (doses to about 38.3 µM), for inactives: at the top dose activity change, negative = inhibition, most hits filed as inhibitors; Luciferin 4-monooxygenase (Photuris pensylvanica), Q27757; further: potency means the concentration at half of the fitted maximal effect; on the % scale 0 is the no-effect control and ±100 the full control effect; nearly all actives have a fitted effect of over 60% in size
#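 Light output from Kinase-Glo luciferase with luciferin and 10 uM ATP in 50 mM imidazole pH 7.2, KCl, MgCl2, Tween 20, BSA; compound pin-delivered, 8-min ambient incubation, then luminescence read.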
# HttQ103 aggreg: qHTS Multiplex Assay to Identify Dual Action Probes in a Cell Model of Huntington: Aggregate Formation (GFP) | PC12 HttQ103-GFP aggregates, Acumen cytometry, 40 h | Potency, µM (series often up to 46.1 µM), without a hit: at the top dose activity change, negative = inhibition, hits mostly inhibitors | hit rate 1.1% among 220,000; further: potency means the concentration at half of the fitted maximal effect; on the % scale 0 is the no-effect control and ±100 the full control effect; nearly all actives have a fitted effect of over 60% in size
#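 Ecdysone-promoter PC12 model expressing HTT exon 1 Q103 fused to GFP, induced by tebufenozide at 100 nM final. Compounds titrated; aggregates sized 1–25 µm scored on a 488 nm laser cytometer.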
# Epigenetic derep: Quantitative High-Throughput Screen for Regulators of Epigenetic Control; murine LDR cells, GFP reporter derepression, 30 h; Potency, µM (titrated, usually from 53.9 µM), for inactives: at the highest dose GFP activation, hits mostly activators; hit rate 0.2% among 280,000; AID 1865, 2009; further: potency means the concentration at half of the fitted maximal effect; % of control where 0% means no effect; nearly all actives have a fitted effect of over 60% in size
#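 Reporter derepression read as number of fluorescent GFP-positive objects, 20-120 um in size, counted by laser-scanning cytometer. Mouse LDR line with an epigenetically silenced CMV-GFP locus; compound incubation 30 h, 37 C.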
# L3MBTL1 inh: qHTS Assay for the Inhibitors of L3MBTL1; AlphaScreen L3MBTL1–H3K9me1 peptide binding; AID 485360, 2010; Lethal(3)malignant brain tumor-like protein 1 (Homo sapiens), Q9Y468; hit rate 0.66% among 230,000; Potency, µM (titrated, usually from 57.1 µM), for inactives: at the top dose activity, negative = inhibition, hits mostly inhibitors; further: potency means the concentration at half of the fitted maximal effect; on the % scale 0 is the no-effect control and ±100 the full control effect; nearly all actives have a fitted effect of over 60% in size
#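 AlphaScreen proximity signal between nickel-chelate acceptor and streptavidin donor beads (final 10 ug/mL) reports binding of 50 nM L3MBTL1 to 75 nM biotin-H3 K9me1 peptide; complex incubated with compounds 30 min at room temperature; cefsulodin titration as control.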
# CBFb RUNX1 block: qHTS Assay for Compounds Blocking the Interaction Between CBF-beta and RUNX1 for the Treatment of Acute Myeloid Leukemia; Runt-related transcription factor 1 (Homo sapiens) + Core-binding factor subunit beta …; AlphaScreen CBFb-His/RUNX1-biotin binding, biochemical; Potency, µM (doses to about 59.8 µM), without a hit: at the top dose activity, negative = inhibition, usual class: inhibitors; 230,000 tested, under 10 active; AID 1477, 2009; further: % of control where 0% means no effect
# Target sequence (Q01196 whole entry, looked up): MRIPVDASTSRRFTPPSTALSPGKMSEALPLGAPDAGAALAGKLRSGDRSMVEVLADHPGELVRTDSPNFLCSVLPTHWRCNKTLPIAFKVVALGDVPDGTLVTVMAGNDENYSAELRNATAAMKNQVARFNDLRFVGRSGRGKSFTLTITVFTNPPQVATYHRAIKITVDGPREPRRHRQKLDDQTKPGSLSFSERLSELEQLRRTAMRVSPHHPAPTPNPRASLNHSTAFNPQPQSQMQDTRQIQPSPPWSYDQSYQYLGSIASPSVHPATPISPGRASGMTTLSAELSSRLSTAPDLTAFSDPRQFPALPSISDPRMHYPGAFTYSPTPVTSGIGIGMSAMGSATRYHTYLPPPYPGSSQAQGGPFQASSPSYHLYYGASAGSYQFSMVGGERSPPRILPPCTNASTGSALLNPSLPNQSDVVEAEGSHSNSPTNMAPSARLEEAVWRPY
# Target sequence (Q13951 whole entry, looked up): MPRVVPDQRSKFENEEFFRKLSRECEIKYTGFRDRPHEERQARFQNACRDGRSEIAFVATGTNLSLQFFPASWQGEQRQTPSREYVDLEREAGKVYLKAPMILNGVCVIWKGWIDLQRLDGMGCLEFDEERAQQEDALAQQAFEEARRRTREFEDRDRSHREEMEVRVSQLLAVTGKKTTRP
#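 Proteins preincubated together for 20 min at RT before compound addition; 15 min later, nickel and streptavidin beads were added and left 90 min prior to AlphaScreen measurement.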
# Numbers without * were called inactive; ? = inconclusive; . = no result given; & = joins results of further samples; [ ] = dose if it differs, or a comment. The call rests on the fitted dose curve; in most records, active means well fitted curve in the direction sought with a large enough effect; inconclusive means small, poorly fitted or top-dose-only effect, or another doubt; inactive means no such curve, though single readings can be large; an effect the other way counts as inactive or inconclusive.
# Order of values – IMPase Li inh, NPSR antagonist, KinaseGlo FLuc, HttQ103 aggreg, Epigenetic derep, L3MBTL1 inh, CBFb RUNX1 block
> O=C(NCc1ccco1)C(C(=O)c1ccccc1)n1ccccc1=O (stereo unspecified)
 : -5%[38.3 µM], -4%[7.67 µM], 1%, -4%, 8.9%, 1%, -1%
> CN(C)S(=O)(=O)c1ccc(C(=O)Oc2cc(=O)[nH]c3ccccc23)cc1
 : -2%[38.3 µM], 5%[46.1 µM], 6%, 4%, -0.7%, 3%, 6%
> Cc1ccc(Cl)c(NC(=O)COC(=O)c2ccccc2C(=O)c2ccc(Cl)c([N+](=O)[O-])c2)c1Cl
 : 10%, -48%, 1%, 3%, 1.3%, 2%, -6%
> COc1ccc(C(=O)O)cc1S(=O)(=O)Nc1cccc(C)c1
 : 29%[38.3 µM], -11%[46.1 µM], 5%, -11%, 0.0%, 7%, 2%
> COC(=O)c1sc(Nc2ccccc2)nc1C
 : 9%[38.3 µM], 5%[46.1 µM], -6%, -2%, 0.2%, -1%, -2%
> O=[N+]([O-])c1cccc(-c2ccc(C(=S)N3CCN(c4ccccc4)CC3)o2)c1
 : ., -16%, ., -1%[9.22 µM], 0.1%, -3%, 3%
> Clc1nn2cnnc2c2ccccc12
 : 5%, 1%, 4%, ?, -0.7%, -3%, 10%
> COc1ccc(CC(=O)Nc2ccc(C(=O)NCC(C)C)cc2)cc1
 : 9%[38.3 µM], -3%[46.1 µM], -2%, 9%, 1.1%, -1%, 1%
> Brc1ccc(OCc2nnc(SCC3CCCCC3)o2)cc1
 : 0%, -7%, -1%, 1%, 2.1%, 101%[activator], 26%
> COCCCN1C(=O)C(=O)/C(=C(/O)c2ccccc2)C1c1ccc(N(C)C)cc1 (stereo unspecified)
 : ., -14%[46.1 µM], ., 2%, -1.0%, 7%, 0%
> CC(C)Cn1c(-c2ccc(Br)o2)n[nH]c1=S
 : -5%, -7%, -5%, 2%, 2.3%, -3%, 1%
> CS(=O)(=O)NCc1nnc(SCc2ccc(C(F)(F)F)cc2)o1
 : ., 8%, ., 1%[9.22 µM], 1.2%, ., 18%
> CCC1Oc2ccc(C)cc2N(CC(=O)N(Cc2ccc(C)o2)C2CC(C)(C)NC(C)(C)C2)C1=O (stereo unspecified)
 : 21%, -15%[46.1 µM], 1%, ?, -2.0%, -4%, -3%
> COc1ccc(C(=O)N2CCCC2)cc1
 : -8%[38.3 µM], 1%[46.1 µM], -10%, 2%, -0.1%, 0%, -1%
> Fc1ccc(-n2cc(CNCCc3cccnc3)c(-c3ccccc3Cl)n2)cc1
 : 19%, -32%, -6%, ., 0.0%, ?, 12%
> O=C(O)CCn1nnc(-c2cccs2)n1
 : -5%[38.3 µM], -7%[46.1 µM], 1%, -9%, 10%, -9%, -3%
> O=C(O)C1Cc2ccccc2CN1C(=O)COc1ccc(Cl)cc1Cl (stereo unspecified)
 : -3%, 6%, 0%, 11%, 0.2%, ., -2%
> CC1CCCN(S(=O)(=O)c2cc(Cl)ccc2Cl)C1 (stereo unspecified)
 : 45%[activator][38.3 µM], ?, -1%, ?, 4.2%, ., -12%
> Cc1ccc2c(c1)N(CC(=O)NC1CCC(C)CC1)C(=O)CO2 (stereo unspecified)
 : 4%[38.3 µM], -15%[46.1 µM], -2%, -2%, -1.2%, 3%, 8%
> CC(C)(C)c1ccc(OCc2ccc(C(=O)N/N=C3\CC4CC=CC34)cc2)cc1 (stereo unspecified)
 : 3%, -28%, 0%, -27%, 0.0%, 0%, -2%
> CCOC(=O)c1sc(-c2ccccc2)nc1C
 : 8%, -9%, -6%, 7%, 2.3%, 20%, -1%
> O=C(NCCCNCCCNC(=O)c1ccccn1)c1ccccn1
 : 27%[38.3 µM], 4%[46.1 µM], -2%, -4%, -1.0%, ., 3%
> Cc1c(CCOC(=O)CC23CC4CC(CC(C)(C4)C2)C3)sc[n+]1Cc1ccc([N+](=O)[O-])cc1
 : 29%, ?, 0%, ?, -1.7%, 23%, 15%
> CCn1c(SCC(=O)Nc2ccc(-c3nc4ccc(C)cc4s3)cc2)nnc1-c1ccccc1
 : ?, ?, 0%, 7%, 4.0%, -10%, -11%
> O=C(C1CCCN(S(=O)(=O)Cc2ccccc2)C1)N1CCc2ccccc21 (stereo unspecified)
 : -2%[38.3 µM], -17%[46.1 µM], 3%, 2%[9.22 µM], -1.4%, ., -1%
> CCC1=C2CC[C@H]3C(=O)NC(=O)[C@H]3[C@H]2[C@@]2(Cc3ccccc3)C(=NCc3ccccc3)OC(=O)N2C1=O
 : -7%, ., 1%, ., 1.0%, ., 8%
> Cc1nc(NC2CCCCC2)c2nc(-c3ccccc3)n(CCCN3CCOCC3)c2n1
 : -5%, ., -7%, ., -1.0%, ., 0%
> Cc1nc2ccc(NC(=O)c3cccc(S(=O)(=O)N(C)c4ccccc4)c3)cc2s1
 : 22%, -9%, -2%, -26%, -0.9%, -7%, -3%
> O=C(Nc1cccc(S(=O)(=O)N2CCOCC2)c1)c1ccco1
 : 9%[38.3 µM], -2%[46.1 µM], -5%, -1%, 2.0%, ., -1%
> C=CCOc1c(Br)cc(CNn2nnnc2N)cc1OCC
 : -1%, -3%[46.1 µM], 7%, -4%, -8.7%, ?, -2%
> CCN(CC)C(=O)CSc1nnc(-c2ccncc2)n1N
 : 1%[38.3 µM], -3%[46.1 µM], 1%, -2%, 0.0%, 11%, 1%
> CNC(=S)Nc1ccc([N+](=O)[O-])c(C)c1
 : 2%, 9%, 2%, -4%, -0.6%, 1%, 5%
> COc1ccc(CNC(=O)C2CCC(CNc3nc(=S)[nH]c4ccccc34)CC2)cc1 (stereo unspecified)
 : 5%, -22%, 1%, -4%, 3.5%, 1%, 7%
> O=C(NC(=S)Nc1ccc2c(c1)OCO2)c1ccc(Cl)cc1
 : 4%, -6%, -2%, -15%, 2.2%, 1%, 0%
> O=C(Nc1cccc2nsnc12)c1cccs1
 : 1%&3%[38.3 µM], 3%&-2%[46.1 µM], -11%&-1%, -29%&-27%, 1.0%&-1.2%, 22%, 5%&12%
> OC(COc1ccc(-c2ccccc2)cc1)CN1CCOCC1 (stereo unspecified)
 : 6%, 6%, 0%, 1%, -0.4%, 1%, 2%
> Cc1nc(N)[nH]c(=O)c1CC(=O)OCCCl
 : ., -5%, ., 12%[9.22 µM], 0.3%, -2%, -1%
> O=C(O)c1ccc(-c2ccc(/C=N/Nc3ccc([N+](=O)[O-])cc3)o2)cc1
 : ., -34%, ., 31%[9.22 µM], ?, ., -17%
> COc1ccc(-n2ccnc2SCC(=O)NCc2ccccc2)c(OC)c1
 : 4%, 0%, 0%, -21%, -3.9%, ., -1%
> COc1ccc(S(=O)(=O)NNC(=O)c2cccs2)cc1
 : 15%, -7%, -3%, -11%[9.22 µM], 0.0%, -10%, 2%
> CC(=O)Nc1ccc(Oc2cncc(Cl)c2)nc1
 : ., -4%, ., 9%[9.22 µM], 0.0%, 2%, 12%
> CC(=O)C(Sc1nc(N2CCOCC2)nc(N2CCOCC2)n1)C(=O)Nc1ccccc1 (stereo unspecified)
 : 23%[38.3 µM], -16%[46.1 µM], 3%, 5%, 0.0%, ., -6%
> COc1cccc(CN2CCN(Cc3cccc4c3OCO4)CC2CCO)c1 (stereo unspecified)
 : 7%, -3%, -5%, 4%[9.22 µM], -0.1%, 5%, 1%
> COCc1nnc(NC(=O)c2ccc3c(c2)OCO3)s1
 : 4%, 2%, -17%, ?, -0.3%, 5%, 2%
> CC(C)(C)NC(=O)N1CCn2cccc2C1c1ccccc1F (stereo unspecified)
 : 12%, -4%, -7%, -22%, -2.2%, ., -3%
> CCN(CC)C(=O)CSc1nnnn1-c1ccc(F)c(Cl)c1
 : 11%, 6%, 7%, 29%, 0.4%, -14%, 3%
> COCCn1c(=S)[nH]c2cc(C(=O)N3CCN(c4ccccc4OC)CC3)ccc2c1=O
 : ., -15%[46.1 µM], ., 1%, 0.3%, -5%, 8%

# Compound activity: PubChem, National Center for Advancing Translational Sciences (NCATS)

# These rows are one share of the data; the hit share may differ from the screen's.
